Screening data as filed in PubChem.
ERG Ets-DNA blk: inhibitors of human ERG Ets domain-DNA interaction; P11308; fluorescence polarization, His-ERG Ets domain / labelled DNA; Potency, µM (titrated, usually from 76.9 µM), for the others: at the highest dose FP activity, negative = inhibition, most hits filed as inhibitors; 0.028% of 370,000 active; AID 624246; active means well fitted inhibition curve with a large enough effect in the polarisation, with a control signal flat; inconclusive means small, poorly fitted or top-dose-only effect, or effect the other way, or a change in a side signal; inactive means no such curve, though single readings can be large or run the other way; the % refers to the polarisation;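 further: polarization taken with two DNA probes labelled with fluorescein and Texas red; potency means the concentration at half of the fitted maximal effect; % of control where 0% means no effect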
Target sequence (P11308 whole entry, looked up, the tested form may be a part): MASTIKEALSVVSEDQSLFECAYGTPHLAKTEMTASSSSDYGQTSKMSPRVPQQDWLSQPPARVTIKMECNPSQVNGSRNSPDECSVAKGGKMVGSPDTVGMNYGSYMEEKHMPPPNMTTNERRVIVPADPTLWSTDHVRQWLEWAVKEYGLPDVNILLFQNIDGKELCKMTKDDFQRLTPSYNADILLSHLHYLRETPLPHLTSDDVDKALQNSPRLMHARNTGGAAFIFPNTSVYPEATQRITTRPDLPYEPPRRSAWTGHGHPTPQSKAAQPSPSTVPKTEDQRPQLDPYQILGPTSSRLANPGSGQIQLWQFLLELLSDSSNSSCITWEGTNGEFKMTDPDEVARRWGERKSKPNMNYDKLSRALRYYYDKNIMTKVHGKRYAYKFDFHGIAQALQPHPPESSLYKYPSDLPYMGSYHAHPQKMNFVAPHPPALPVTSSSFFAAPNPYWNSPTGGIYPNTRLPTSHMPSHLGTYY
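His-tagged ERG Ets domain (1 uM in the protein solution; 300mM KCl, 50mM Tris-HCl, 1mM EDTA, 1mM DTT, pH 7.5) received compound, then a probe mix of 5 nM fluorescein-DNA and 100nM Texas-615-DNA. Fluorescence polarization was read for both dyes.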
Pol kappa inh: blocks human DNA polymerase kappa activity; Q9UBT6; purified Pol kappa, fluorescent DNA synthesis assay, 10 min; Potency, µM (series often up to 107 µM), inactives show at the highest dose activity, negative = inhibition, hits mostly inhibitors; 0.53% of 400,000 active; AID 588579; further: potency means the concentration at half of the fitted maximal effect; on the % scale 0 is the no-effect control and ±100 the full control effect
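Inhibition of 10 nM Pol kappa is measured by a fluorescent read-out at 0 and 10 min following addition of 50 nM substrate (final), with a 15-min room-temperature compound preincubation.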
POLB inh: inhibitors of human DNA polymerase beta; P06746; Pol beta primer extension/strand displacement, fluorescence kinetic; Potency, µM (titrated, usually from 114 µM), without a hit: top-dose activity change, negative = inhibition, usual class: inhibitors; 1.3% of 340,000 active; AID 485314; further: potency means the concentration at half of the fitted maximal effect; on the % scale 0 is the no-effect control and ±100 the full control effect
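Homogeneous kinetic assay of primer extension and strand displacement by 10 nM Pol beta, preincubated 15 min at room temperature with compound before 50 nM substrate (final) was added. Read at 0 and 10 min; four-parameter Hill fit.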
LDHA block: inhibitors of human lactate dehydrogenase A | activity change, % (values are at about 110 or 230 µM) | AID 1347041 | 0.15% of 480,000 active | purified LDHA, NADH/diaphorase-resazurin fluorescence; hits give low values; in the data active means activity change below about -30%; inconclusive means mostly about -25% to -30%;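 further: plate controls were DMSO wells for no effect and wells without enzyme for full effect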
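Resorufin fluorescence (ex540/em590), read at 0 and 20 min after diaphorase/resazurin addition, reports the NADH left after a 5 min room-temperature reaction of 2 nM human LDH5 with 0.06 mM NADH and 0.2 mM pyruvate.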
POLH inh: DNA polymerase eta (human) inhibition; 1.2% of 390,000 active; Potency, µM (highest dose often 114 µM), for inactives: at the top dose activity change, negative = inhibition, usual class: inhibitors; recombinant Pol eta, fluorescent DNA replication assay; Q9Y253; further: potency means the concentration at half of the fitted maximal effect; on the % scale 0 is the no-effect control and ±100 the full control effect
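Fluorescent replication assay: 50 nM final substrate added after a 15 min room-temperature compound preincubation with 10 nM enzyme. Signal taken at 0 min and again at 10 min.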
12-LOX inh: inhibitors of human 12S-lipoxygenase ALOX12 | Potency, µM (series often up to 108 µM), inactives show at the top dose activity change, negative = inhibition, hits mostly inhibitors | AID 1671190 | purified 12hLO, xylenol orange hydroperoxide absorbance | 1.1% of 580,000 active | P18054; further: potency means the concentration at half of the fitted maximal effect; on the % scale 0 is the no-effect control and ±100 the full control effect
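Purified human 12hLO (150 nM final) in 25 mM Hepes, 0.01% Triton X-100, pH 7.0 was preincubated 15 min at room temperature with compound. Then 40 uM arachidonic acid was added, 30 min. Hydroperoxide was read by Fe-XO absorbance ratio 573/405 nm.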
RGS4 inh: blocks human RGS4-accelerated GTP hydrolysis; P49798; Transcreener GDP fluorescence polarization, RGS4-accelerated GTP hydrolysis; Potency, µM (titrated, usually from 114 µM), for the others: at the top dose activity change, negative = inhibition, hits mostly inhibitors; 0.039% of 390,000 active; AID 504845; further: potency means the concentration at half of the fitted maximal effect; on the % scale 0 is the no-effect control and ±100 the full control effect; nearly all actives have a fitted effect of over 75% in size; some results filed as inactive show a strong effect at the top dose
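MLSMR compounds (23 nl, pin-transferred) preincubated 10 min at room temperature with a 500nM (2x) first reagent, then RGS4 at 900nM (2x) plus Transcreener GDP mix added; fluorescence polarization (620/688 nm) read before and after 90 min at 30 °C.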
Anesthetic bind: binds horse apoferritin like a general anesthetic; P02791; 0.074% of 350,000 active; Potency, µM (series often up to 77.5 µM), inactives show at the highest dose activity change, negative = displacement, actives largely listed as inhibitors; apoferritin/1-aminoanthracene competitive binding, fluorescence; further: potency means the concentration at half of the fitted maximal effect; on the % scale 0 is the no-effect control and ±100 the full control effect; nearly all actives have a fitted effect of over 20% in size
Target sequence (P02791 2-175 limits assumed): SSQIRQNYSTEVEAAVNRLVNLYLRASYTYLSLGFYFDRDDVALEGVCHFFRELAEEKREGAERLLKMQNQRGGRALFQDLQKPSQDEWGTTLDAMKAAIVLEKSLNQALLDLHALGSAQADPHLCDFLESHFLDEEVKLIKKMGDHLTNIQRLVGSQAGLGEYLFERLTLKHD
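Read-out: endpoint 1-AMA fluorescence, excitation 380 nm and emission 535 nm, after compounds sit 10 min at room temperature with 10 uM horse-spleen apoferritin in 50% saturated 1-AMA/PBS. Values come from four-parameter Hill fits.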
APEX1 inh: APE1 (human) endonuclease inhibition | P27695 | recombinant APE1, TAMRA/BHQ-2 abasic DNA cleavage fluorescence | Potency, µM (titrated, usually from 65.8 µM), for the others: at the top dose activity change, negative = inhibition, actives largely listed as inhibitors | 0.35% of 350,000 active;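 further: potency means the concentration at half of the fitted maximal effect; plate controls were vehicle for no effect and reference inhibitor for full effect; nearly all actives have a fitted effect of over 55% in size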
Target sequence (P27695 whole entry, looked up): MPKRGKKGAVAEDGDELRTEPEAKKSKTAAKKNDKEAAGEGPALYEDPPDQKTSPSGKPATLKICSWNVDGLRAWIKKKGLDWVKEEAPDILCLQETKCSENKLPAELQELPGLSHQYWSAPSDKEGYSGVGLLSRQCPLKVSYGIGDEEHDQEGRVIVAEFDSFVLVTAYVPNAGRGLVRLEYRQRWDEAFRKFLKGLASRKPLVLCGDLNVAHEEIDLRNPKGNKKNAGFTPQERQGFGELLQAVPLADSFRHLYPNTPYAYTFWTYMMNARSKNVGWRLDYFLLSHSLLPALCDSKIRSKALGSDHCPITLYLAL
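Quantitative HTS: incision of a TAMRA/BHQ-2 double-stranded substrate bearing a tetrahydrofuran abasic site by 0.75 nM APE1 raises fluorescence. Substrate 50 nM final, added after 15 min compound preincubation at room temperature; progress as third-minus-first kinetic read difference.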
Numbers without * were called inactive; ? = inconclusive; · = not tested or not shown; & = joins results of further samples; [ ] = another dose, or the depositor's remark. Unless noted, the call rests on the fitted dose curve; in most records, active means well fitted curve in the direction sought with a large enough effect; inconclusive means small, poorly fitted or top-dose-only effect, or another doubt; inactive means no such curve, though single readings can be large; an effect the other way counts as inactive or inconclusive. An excerpt; count on the stated rates, not on these rows.

SMILES	ERG Ets-DNA blk	Pol kappa inh	POLB inh	LDHA block	POLH inh	12-LOX inh	RGS4 inh	Anesthetic bind	APEX1 inh
CCOC(=O)CCCNC(=O)COC(=O)c1cccc(F)c1	9%	11%	7%	0	-17%	-9%	-4%	-15%	-2%
O=C(OCCCN=C1NS(=O)(=O)c2ccccc21)C1CC(=O)N(c2ccc(Cl)cc2)C1 (stereo not given)	13%	-7%	0%	-3	4%	-1%	-18%	-10%	1%
COc1ccc(CCNc2nc(-c3ccc(O)cc3)cs2)cc1OC	-1%	9%	-1%	3&10	-15%	?	-48%	-21%	39%
COc1ccc(OC)c(CNc2ncc(-c3ccc(Cl)cc3)n2C)c1	3%	-1%	0%	-4	-9%	?	2%	-23%	·
Cn1c(CC(=O)c2ccc(Br)cc2)[n+](C)c2ccccc21	0%	-7%	2%	-3	-11%	1%	-1%	-6%	-1%
CCCNS(=O)(=O)c1ccc2nc(NC(=O)c3ccc(F)cc3)sc2c1	2%	-14%[60.1 µM]	32%[activator]	-16	-11%	?	?	-10%	·
Cc1cc(C)cc(NC(=O)c2sc3nc4n(c(=O)c3c2C)N=C(c2ccc(F)cc2)CS4)c1	-1%	2%[60.1 µM]	5%	-3	-11%	-18%	-16%	?	·
CCN(Cc1ccccc1)C(=O)Cc1c[nH]c2ccccc12	1%	-1%	36%	3	-19%	?	-7%	-12%	40%[activator]
CCCNC(=O)OCCC12CC3CC(CC(C3)C1)C2	-1%	-5%	-1%	1	-26%	-12%	19%	?	-2%
O=[n+]1cc(-c2ccc(Br)cc2)n([O-])c2c1CCC2	-3%	-14%	21%	0	-9%	-13%	21%	-7%	15%
C[C@@H]1CN([C@@H](C)CO)C(=O)Cc2cc(NS(=O)(=O)c3ccccc3)ccc2O[C@H]1CN(C)Cc1ccncc1	-12%	1%	·	-4	-20%	-6%	3%	·	-36%
CCC(=O)N1CCc2cc(Br)cc(S(=O)(=O)CCC(=O)Nc3ccc(C)c(F)c3)c21	1%	-3%	8%	-1	4%	-17%	4%	-7%	·
Cn1c(N/N=C2\CCCc3ccccc32)nc2c1c(=O)n(Cc1ccccc1)c(=O)n2C	15%	-13%	1%	-2	?	-14%	4%	-1%	-1%
COc1ccc(-c2cc(C(=O)Nc3ccccc3O)c3ccccc3n2)cc1	8%[15.4 µM]	-6%	·	-4	-26%	0%	-24%	·	·
C[C@@H]1CCCCCCCCC(=O)OCCN(C(=O)OC(C)(C)C)[C@H](C)CCCCCCCCC(=O)OCCN1C(=O)OC(C)(C)C	8%	5%	·	-4	-2%	-3%	-2%	·	1%
CC(O)c1cccc(N=Cc2ccc3ccccc3c2O)c1 (stereo not given)	-3%	-28%	26%	8	-2%	-14%	-36%	7%	5%
CCN(CC)c1ccc2c(C)c(CO)c(=O)oc2c1	1%	9%	-1%	1	-15%	-23%	-20%	588%[activator]	-2%
O=C(NCCS(=O)(=O)N1CCN(c2ccccc2F)CC1)c1ccc(Br)o1	-8%	6%	0%	-3	-14%	6%	-67%[56.9 µM]	-18%	46%[activator]
CCOC(=O)CSc1nnc(-c2nnc(SCC(=O)OCC)n2CC)n1CC	-2%	-8%	-15%	0	3%	-9%	-6%	-4%	-3%
COc1cc(NC(=O)COC(=O)c2ccc([N+](=O)[O-])s2)cc(OC)c1OC	16%	-28%	·	5	50µM*	0%	6%	·	?
COc1ccc(CC(=O)Nc2sc3c(c2C(N)=O)CCCC3)cc1OC	-12%	0%	4%	-3	-17%	?	6%	-8%	-11%
Cc1cc(C)n2nc(-c3cnn(C)c3C(F)(F)F)cc2n1	0%	-11%	14%	2	-2%	-24%	6%	-1%	-3%
CC1=NNC(=O)C1CCC(=O)N/N=C(\C)c1ccc(Cl)cc1 (stereo not given)	8%	1%	0%	-1	-9%	20%	-13%	1%	3%
CCCCOc1ccc(C(=O)Nc2ccc3c(c2)C(=O)NC3=O)cc1	-1%	-10%	30%	-11	-8%	11%[57.4 µM]	7%	-8%	23%
Cc1cc(C)n2c(Br)c(CSc3nc4ccccc4s3)nc2n1	-4%	-3%	?	-4	-4%	-19%	?	-19%	-5%
COc1ccc(C(C2C(=O)CC(C)(C)CC2=O)C2C(=O)CC(C)(C)CC2=O)cc1COCC(F)(F)F	-4%	-5%	1%	5	-15%	-11%	?	-20%	2%
Cc1cc(C)nc(NC(=O)c2cc(-c3ccc4c(c3)OCO4)nc3ccccc23)c1	-16%	-12%	-23%	-3	-14%	-6%	-45%	-8%	34%
COc1cccc(N2CCN(C(=O)C3CCN(S(=O)(=O)c4c(C)noc4C)CC3)CC2)c1	-5%	-16%	5%	4	-18%	-24%	-19%	1%	·
CC(=O)Nc1c(-c2ccccc2)nc2ccc(Cl)cn12	8%	11%	·	0	-7%	0%	-22%	·	·
COc1ccc(CNC(=O)c2ccc(NC(=O)C3=CSCCO3)cc2)cc1	1%	16%	86%	0	-1%	-12%	-40%	-19%	14%
O=C(NCC(c1ccco1)N1CCc2ccccc2C1)c1c(F)cccc1F (stereo not given)	-9%	-5%	·	-3	-19%	-22%	-33%	·	46%[activator]
Cc1ccc(NC(=S)NN2CCN(C)CC2)cc1	·	-6%	52%	-9	-7%	-5%	13%	-3%	?
CCC(=O)n1nc(-c2cccnc2)nc1NCc1ccccc1	89%[activator]	?	0%	-7	-21%	24%	-1%	-8%	?
O=C(CCS(=O)(=O)c1cccs1)Nc1ccc(C(=O)NC2CCN(Cc3ccccc3)CC2)cc1	9%	-13%	2%	-13	-19%	-17%	-12%	-13%	-1%
COc1ccc(-n2c(=O)c3sc4ccccc4c3n(CC(=O)Nc3ccccc3F)c2=O)cc1	2%	-3%	39%	-8	-1%	-17%	25%	0%	·
O=C(Oc1ccc(C(=S)N2CCOCC2)cc1)c1ccc(Br)cc1	-1%	-10%	-18%	-1	-6%	19%	12%	-6%	3%
COc1cccc(N(CC(=O)NC2CCCCC2)C(=O)Cn2nnc(-c3ccc(C)o3)n2)c1	-1%	-13%	-1%	-10	-11%	-20%	16%	?	34%
Cc1ccc(CNC(=O)COC(=O)c2ccc(S(=O)(=O)NCc3ccco3)cc2)cc1	-2%	-6%	·	-7	-16%	198%[activator]	-8%	·	-9%
Cc1cccc(C(=O)NCC(=O)Nc2ccc(S(=O)(=O)Nc3nc(C)cc(C)n3)cc2)c1	9%	1%	-10%	-8	-8%	?	6%	-7%	-3%
COC(=O)c1ccc(Nc2nnc(-c3ccc(C)c(S(=O)(=O)N4CCN(C)CC4)c3)c3ccccc23)cc1	5%	2%	4%	-1	9%	?	-30%	97%[activator]	·
O=C1CC2CCCN2C=C1I (stereo not given)	-14%	-2%	·	1	-13%	?	1%	·	11%
CCN1C(=O)S/C(=C/c2cn(C)c3ccccc23)C1=O	9%	5%	-1%	0	-8%	-29%	-9%	-3%	-1%
COc1cccc(-c2cc(C(F)(F)F)nc(NCCc3ccccc3)n2)c1	-1%	-15%	-19%	-2	-18%	-15%	2%	0%	·
CN(C(=O)c1cccc(NC(=O)c2ccccc2)c1)C1CCCCC1	-10%	-1%	19%	-4	-9%	235%[activator]	17%	-11%	30%
O=C(N=Nc1c(O)[nH]c2ccc(F)cc12)c1ccc(NS(=O)(=O)c2cccs2)cc1	2%	-8%	·	-3	?	-30%	-22%	·	-32%
Cc1cc(C)n(-c2ccc(C(=O)O)cc2[N+](=O)[O-])n1	11%	-9%	0%	-7	-4%	?	29%	-8%	2%
Oc1ccccc1C1OCC2(CO1)COC(c1ccccc1O)OC2 (stereo not given)	-4%	-2%	35%	-2	-20%	-21%	-5%	-4%	2%
CCCS(=O)(=O)N1CCC(C(=O)NCCc2ccccc2)CC1	-12%	1%	3%	-2	-12%	218%[activator]	-5%	-7%	-1%
CN(C)CC1CCCCC1OC(=O)/C=C/c1ccc(Cl)cc1Cl (stereo not given)	-2%	-10%	-17%	-3	-28%	-10%	7%	-11%	0%
CCOC(=O)c1c(C)[nH]c(C(=O)COC(=O)C2CC2C)c1C (stereo not given)	-10%	-2%	-4%	-2	-6%	10%	-16%	-1%	0%
O=C(NCCN1CCN(c2ccccc2)CC1)C1CCN(S(=O)(=O)c2cccs2)CC1	-13%	-20%	2%	-5	-18%	0%	-3%[11.4 µM]	-14%	-3%
C=CCCN([C@H](CO)Cc1ccccc1)S(=O)(=O)c1ccccc1Br	-1%	6%	·	0	-16%	-12%	-5%	·	0%
Cc1ccnc(SCCn2c(N3CCOCC3)nc3c2c(=O)[nH]c(=O)n3C)n1	7%	-5%	·	-3	-24%	12%	-16%[11.4 µM]	·	·
O=C1[C@H]2[C@@H](c3ccc(F)cc3)N3C(=O)N(c4ccc(C(F)(F)F)cc4)C(=O)[C@@]3(Cc3ccccc3)[C@H]2C(=O)N1C1CCCCC1	3%	4%	·	-4	-23%	-4%	-12%	·	2%
COc1ccccc1C(=O)OCC(=O)Nc1ccc(OC(F)F)cc1	2%	-20%	1%	-5	-16%	20%	19%	?	1%
Cc1noc(C)c1-c1cc(NCc2ccccc2)ncn1	·	3%[60.1 µM]	·	·	·	-32%	·	1%	-7%
